Bioassay records: PubChem BioAssay, National Center for Advancing Translational Sciences (NCATS)
HP1b binding inh: HTS for Inhibitors of HP1-beta Chromodomain Interactions with Methylated Histone Tails. Chromobox protein homolog 1 (Homo sapiens), P83916. AlphaScreen HP1-beta / biotin-H3K9me3 peptide binding. Potency, µM (top dose mostly 114 µM), for the others: at the highest dose activity change, negative = inhibition, most hits filed as inhibitors. 390,000 tested, 0.56% active. AID 540317, 2011; also: potency is read from the fitted curve at half-maximal effect; nearly all actives have a fitted effect of over 70% in size; inactives centre near 23
Target sequence (P83916 whole entry, looked up): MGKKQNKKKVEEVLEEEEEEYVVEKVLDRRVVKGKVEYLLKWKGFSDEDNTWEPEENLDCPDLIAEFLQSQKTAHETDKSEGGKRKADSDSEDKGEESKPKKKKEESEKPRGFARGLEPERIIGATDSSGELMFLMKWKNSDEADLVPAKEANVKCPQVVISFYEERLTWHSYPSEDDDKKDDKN
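Compound inhibition of the preformed complex between 50 nM HP1-beta and 50 nM biotinylated H3K9me3 peptide was read by AlphaScreen. Buffer was PBS pH 7.4 with 0.01% Tween-20. Incubations ran 30 min at room temperature, with 10 ug/mL donor/acceptor beads.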
TrxR1 inh: qHTS Assay for Inhibitors of Mammalian Selenoprotein Thioredoxin Reductase 1 (TrxR1): qHTS | Thioredoxin reductase 1, cytoplasmic (Rattus norvegicus), O89049 | recombinant rTrxR1, NADPH fluorescence consumption, selenite substrate | Potency, µM (highest dose often 114 µM), for the others: top-dose activity change, negative = inhibition, hits mostly inhibitors | 390,000 tested, 1% active; also: potency is read from the fitted curve at half-maximal effect; % is scaled to controls: 0 for no effect and ±100 for the full control effect; nearly all actives have a fitted effect of over 65% in size
Target sequence (O89049 whole entry, looked up): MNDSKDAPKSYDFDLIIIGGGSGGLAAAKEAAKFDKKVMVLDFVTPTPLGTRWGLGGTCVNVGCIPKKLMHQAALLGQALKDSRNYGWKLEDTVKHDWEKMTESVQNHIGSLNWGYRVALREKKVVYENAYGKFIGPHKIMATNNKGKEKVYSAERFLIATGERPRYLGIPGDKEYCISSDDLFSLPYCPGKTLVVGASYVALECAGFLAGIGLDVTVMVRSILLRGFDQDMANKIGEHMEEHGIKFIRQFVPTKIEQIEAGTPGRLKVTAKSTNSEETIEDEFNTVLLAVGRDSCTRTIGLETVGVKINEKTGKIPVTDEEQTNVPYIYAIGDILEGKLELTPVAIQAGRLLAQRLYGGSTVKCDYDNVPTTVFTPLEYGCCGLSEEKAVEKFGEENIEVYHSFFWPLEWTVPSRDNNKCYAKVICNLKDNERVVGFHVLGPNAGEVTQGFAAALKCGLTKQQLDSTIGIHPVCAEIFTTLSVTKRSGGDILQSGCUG
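Rat TrxR1 (90 nM in the dispensed reagent) was pre-reduced with 400 uM NADPH for 5 min at room temperature, then incubated with compound for 15 min. After 400 uM selenite was added, NADPH fluorescence (Ex 340/Em 450 nm) was followed for 8 min.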
GLS inh: qHTS for Inhibitors of Glutaminase (GLS); AID 624170, 2012; 410,000 tested, 0.21% active; Potency, µM (doses to about 45.5 µM), inactives show top-dose activity change, negative = inhibition, usual class: inhibitors; Glutaminase kidney isoform, mitochondrial (Homo sapiens), O94925; GLS enzymatic activity, qHTS titration; also: potency is read from the fitted curve at half-maximal effect; % is scaled to controls: 0 for no effect and ±100 for the full control effect
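Glutamate formation by hKGA was monitored fluorometrically using coupled glutamate oxidase, HRP and Amplex Red. Substrate was added as 1 mM L-glutamine solution; incubation was 30 min at RT after an initial read.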
TrxR1 substrate: qHTS Assay for Substrates of Mammalian Selenoprotein Thioredoxin Reductase 1 (TrxR1): qHTS; Thioredoxin reductase 1, cytoplasmic (Rattus norvegicus), O89049; purified TrxR1 substrate turnover, NADPH consumption readout; AID 588456, 2011; 390,000 tested, 0.01% active; Potency, µM (doses to about 114 µM), for the others: at the top dose activity change, negative = substrate turnover; also: potency is read from the fitted curve at half-maximal effect; % is scaled to controls: 0 for no effect and ±100 for the full control effect; nearly all actives have a fitted effect of over 50% in size
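Rat TrxR1, dispensed at 90 nM, was prereduced with 400 uM NADPH (final) for 5 min at ~22 deg C, then incubated with compound 15 min before 400 uM selenite. A first-read NADPH fluorescence drop versus no-compound background flagged substrates.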
USP1 inh: Inhibitors of USP1/UAF1: Primary Screen. Ubiquitin carboxyl-terminal hydrolase 1 (Homo sapiens), O94782. recombinant USP1/UAF1, Ub-Rhodamine cleavage fluorescence. Potency, µM (doses to about 57.1 µM), for inactives: at the highest dose activity change, negative = inhibition, hits mostly inhibitors. 390,000 tested, 0.23% active; also: potency is read from the fitted curve at half-maximal effect; % is scaled to controls: 0 for no effect and ±100 for the full control effect; nearly all actives have a fitted effect of over 60% in size; inactives centre near -12
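USP1/UAF1 complex (1 nM) preincubated 15 min at room temperature with compound, then Ub-Rho substrate (150 nM final) added. Kinetic fluorescence at 480/540 nm over 6 reads at 60 s intervals; 50 mM HEPES pH 7.8, 0.5 mM EDTA, 0.1 mg/ml BSA, 1 mM TCEP, 0.01% Tween-20.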
PI4K2A inh: qHTS for small molecular inhibitors of PI4K2A; 420,000 tested, 0.13% active; purified PI4K2A, ADP-Glo luminescence, 1 h; stronger effect = lower value; Phosphatidylinositol 4-kinase type 2-alpha (Homo sapiens), Q9BTU6; activity change, negative = inhibition, % at 76.9 µM; in the data active = activity change below about -50%; inconclusive = mostly about -30% to -49%;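 also: -100% = wells without enzyme as full effect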
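PI4K2A activity was measured by ADP-Glo luminescence: enzyme (4 ug/mL stock) and phosphatidylinositol (1.2 mM stock) in Tris pH 7.5/MgCl2/EGTA/Triton X-100 buffer were reacted with ATP (300 microM stock) for one hour at ambient temperature.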
Tb PGK inh: qHTS Assay to Find Inhibitors of Phosphoglycerate Kinase. PGK/GAPDH coupled, Kinase-Glo luminescence, 60 min. AID 602233, 2012. Potency, µM (top dose mostly 57.5 µM), inactives show top-dose activity change, negative = inhibition, most hits filed as inhibitors. Phosphoglycerate kinase, glycosomal (Trypanosoma brucei brucei), P07378. 380,000 tested, 0.043% active; also: potency is read from the fitted curve at half-maximal effect; % is scaled to controls: 0 for no effect and ±100 for the full control effect; nearly all actives have a fitted effect of over 60% in size
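Recombinant glycosomal PGK reaction used 1,3-bisphosphoglycerate generated in-well by GAPDH (100nM final) in 100mM TEA pH 7.6, 5mM MgCl2, 0.01% Tween-20. After 60 minutes at room temperature, ATP was read by Kinase-Glo Plus luminescence end-point.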
mIDH1 inhibitor: qHTS for Inhibitors of mutant isocitrate dehydrogenase 1 (IDH1): qHTS; Isocitrate dehydrogenase [NADP] cytoplasmic (Homo sapiens), O75874; IDH1-R132H enzyme, NADPH consumption, diaphorase/resazurin fluorescence; Potency, µM (highest dose often 76.6 µM), for inactives: top-dose activity change, negative = inhibition, hits mostly inhibitors; 390,000 tested, 0.093% active; also: potency is read from the fitted curve at half-maximal effect; % is scaled to controls: 0 for no effect and ±100 for the full control effect; nearly all actives have a fitted effect of over 65% in size
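IDH1-R132H (0.5 ug/mL) preincubated 30 min with compound, then NADPH (0.016 mM) and alpha-KG (2 mM) added; 80 min at RT, pH 7.5. Remaining NADPH coupled via diaphorase/resazurin to fluorescence (540/590 nm); concentration-response curves normalized to no-enzyme control.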
Pin1 inh: qHTS Assay to Find Inhibitors of Pin1 | Peptidyl-prolyl cis-trans isomerase NIMA-interacting 1 (Homo sapiens), Q13526 | Pin1 FP peptide displacement, HiFluor488, 10 min | Potency, µM (series often up to 115 µM), inactives show top-dose activity, negative = inhibition, usual class: inhibitors | 390,000 tested, 0.009% active; active = well fitted inhibition curve with a large enough effect in the polarisation, with a control signal flat, not every such curve was filed as active; inconclusive = small, poorly fitted or top-dose-only effect, or effect the other way, or a change in a side signal; inactive = no such curve, though single readings can be large or run the other way; the % refers to the polarisation; also: potency is read from the fitted curve at half-maximal effect; % is scaled to controls: 0 for no effect and ±100 for the full control effect
Target sequence (Q13526 whole entry, looked up): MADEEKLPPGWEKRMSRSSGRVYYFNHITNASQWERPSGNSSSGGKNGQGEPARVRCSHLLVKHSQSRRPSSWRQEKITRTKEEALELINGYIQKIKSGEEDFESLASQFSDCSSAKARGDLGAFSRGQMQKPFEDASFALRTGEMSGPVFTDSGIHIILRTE
An asterisk follows results filed as active; i = inactive; ? = inconclusive; & = joins results of further samples; [ ] = remark or other dose. Unless noted, calls follow the shape of the dose curve; as a rule, active = well fitted curve in the direction sought with a large enough effect; inconclusive = small, poorly fitted or top-dose-only effect, or another doubt; inactive = no such curve, though single readings can be large; an effect the other way counts as inactive or inconclusive. Not all compounds are listed (hit frequency here may not be typical).

SMILES | HP1b binding inh | TrxR1 inh | GLS inh | TrxR1 substrate | USP1 inh | PI4K2A inh | Tb PGK inh | mIDH1 inhibitor | Pin1 inh
Cc1ccc(N)cc1-n1c(C)ccc1C | 1% | -25% | 1% | -2% | -25% | -2 | -6% | 3% | 9%
O=C(COc1cc2oc(=O)c3c(c2cc1Cl)CCC3)NCCCN1CCOCC1 | 52%[activator] | 5% | -2% | 1% | -15% | -2 | -6% | -2% | -6%
COc1ccc(S(=O)(=O)Nc2ccccc2C(=O)OC2CCCN(C)C2)cc1OC (configuration not stated) | -4% | 3% | 5% | -6% | -10% | -2 | -2% | 1% | 1%
CN(C)c1ccc(C(=O)Nc2ccc(O)c3c(=O)cc(-c4ccccc4Cl)oc23)cc1 | -8%&-14% | -11%&-1% | 25% | 1%&4% | -20% | -1 | 3% | -8% | 1%&4%
CSc1ccccc1NC(=O)c1cc(C2CC2)on1 | 51%[activator] | 8%[57.1 µM] | -2% | -6%[57.1 µM] | -12% | -8 | -12% | 14% | 1%
COc1ccc(CNC(=O)c2ccc(CSc3nc4ccncc4n3Cc3ccccc3F)cc2)cc1 | 0% | 25% | -9% | 3% | -22% | 0 | -4% | 0% | 36%[activator]
COc1ccc(OC)c(NC(=O)Cn2c(=O)n(Cc3ccccc3)c(=O)c3ccccc32)c1 | 34% | 24% | -4% | 1% | -8% | 0 | -1% | 5% | -1%
CC(C)CCNC(=O)Nc1ccc2c(c1)N(C)C(=O)CS2 | 7% | 0% | 4% | -6% | -4% | 4 | -7% | 5% | -2%
Cn1nc(C(=O)Nc2nnc(C3CC3)s2)c2ccccc2c1=O | 26% | -15% | -1% | -17% | -9% | -7 | -12% | -8% | 18%
COc1cc(/C=N/NC(=O)CSc2ccccn2)ccc1O | 39%[activator] | 3% | 43%[activator] | -2% | -9% | 4 | -8% | 11% | ?
CCN(c1ccccc1)S(=O)(=O)c1ccc(F)cc1 | 22% | 15% | 3% | 8% | -17% | -2 | -6% | 5% | -7%
CN(C(=O)c1cccc(NC(=O)Cc2ccc(NC(=O)C3CCN(C(=O)C4CCC4)CC3)cc2)c1)C1CCCC1 | 16% | 21% | -1% | -2% | -3% | -1 | -10% | -6% | 2%
Cc1nc(NCCc2ccc(O)cc2)c2nnn(Cc3ccccc3)c2n1 | 41%[activator] | -18% | 16% | -8% | -8% | 2 | 1% | 0% | -9%
O=C(COC(=O)c1ccccc1SCC(=O)N1CCCC1)NCc1ccccc1 | 30% | 14% | 10% | -3% | 1% | -4 | -2% | -5% | 4%
CC1(c2ccccc2)NC(=O)N(N)C1=O (configuration not stated) | 30% | 2%[57.1 µM] | -14% | -2%[57.1 µM] | -29% | -3 | -4% | 2% | 2%
CC(CNC(=O)c1ccc2c(c1)nc1n2CCOC1)c1ccccc1 (configuration not stated) | 20%[57 µM] | 26%[57.1 µM] | -10% | 7%[57.1 µM] | -21% | 4 | i | -6% | 0%
O=S(=O)(Cc1ccccc1)N1CCC(N2CCN(c3ccccc3)CC2)CC1 | 0% | ? | 29% | -3%[57.1 µM] | -14% | 9 | -8% | 7% | 0%
CCCCOc1ccc(/C=C/C(=O)OCC(=O)c2c(N)n(C)c(=O)n(C)c2=O)cc1OCC | 22% | 29%[57.1 µM] | 7% | 8%[57.1 µM] | -22% | 4 | -7% | -15% | 5%
CCOc1cc2c(cc1OCC)C(c1ccc(F)cc1)NCC2 (configuration not stated) | 31%[activator] | 28% | 2% | 6% | -26% | -5 | -5% | 8% | -8%
CC(C)c1ccc(N(C(=O)CNC(=O)c2ccco2)C(C(=O)NC2CCCC2)c2cccnc2)cc1 (configuration not stated) | 15% | 14%[57.1 µM] | 4% | -13%[57.1 µM] | -12% | 1 | i | 5% | 6%
Cc1nc(C)n(CC(=O)N2CCCC(C(=O)c3ccc(Cl)cc3C)C2)n1 (configuration not stated) | 17% | 23% | 4% | -1% | -2% | -2 | 0% | 4% | -3%
CS(=O)(=O)N(Cc1ccccc1)c1ccc(C(=O)Nc2ccc(C(N)=O)cc2)cc1 | 59%[activator] | 12% | 1% | 6% | -19% | -9 | i | 9% | ?
CCc1ccc(-c2cc(C)no2)cc1S(=O)(=O)Nc1cc(OC)c(OC)c(OC)c1 | 21% | 4%[57.1 µM] | 16% | -1%[57.1 µM] | -4% | 4 | -3% | 9% | -2%
Cc1c(NC(=O)COc2ccc3ccc(=O)oc3c2)c(=O)n(-c2ccccc2)n1C | 11% | -4%[57.1 µM] | 3% | 70%[activator][57.1 µM] | 1% | 3 | 3% | -4% | -1%
COc1ccc(N2CCN(C(C)=C3C(=O)c4ccccc4C3=O)CC2)cc1 | 44%[activator] | -7% | 56%[activator] | 1% | -13% | 5 | -2% | 14% | -3%
CSc1ccccc1NC(=O)CN(Cc1ccc(Cl)cc1)S(C)(=O)=O | 16% | 7% | -1% | 0% | 1% | 1 | -1% | -2% | -3%
CC1Cc2cc(S(=O)(=O)NCc3ccc(Cl)cc3)ccc2N1C(=O)C1CCC1 (configuration not stated) | 10% | 8% | 7% | 0% | -13% | -5 | 1% | -8% | -11%
O=C1CN(C(=O)c2ccccc2Cl)c2ccccc2N1 | 29% | 25%[11.4 µM] | 1% | 1%[11.4 µM] | -4% | 4 | 1% | 9% | -2%
COc1ccc(Cn2nnnc2C(c2ccc(N(C)C)cc2)N2CCC(C)CC2)cc1 (configuration not stated) | -48% | 4%[57.1 µM] | 11% | 4% | -25% | 5 | -5% | 4% | ?
CCOc1ccc(C(=O)Nc2nnc(S(=O)(=O)Nc3ccccc3)s2)cc1 | 25% | 33% | -2% | 18% | 7% | -3 | -7% | 3% | 0%
COc1ccc(C(=O)Nc2nc(C)cc(C)n2)cc1[N+](=O)[O-] | 36% | ? | -7% | -11% | -15% | -3 | 3% | 0% | 2%
O=C(NCc1ccc(S(=O)(=O)NC2CCCCC2)s1)c1ccccc1 | 37% | -48% | -14% | 0%[57.1 µM] | -10% | 3 | i | 11% | 1%
Cc1ccc2nc(N3CCN(Cc4nnnn4C4CCCC4)CC3)c(C#N)cc2c1 | 101%[activator] | 17% | 8% | 16% | -13% | 5 | i | -2% | 47%[activator]
N#Cc1ccccc1OCC(=O)Nc1ccc2c(c1)OCCO2 | 23% | 7% | -2% | -3% | -13% | -3 | i | 2% | -3%
Cc1cccc(OCC(=O)Nc2ccc3c(c2)nc(CN2CCCCC2)n3C)c1 | 31%&37% | 22%&17% | 18%&-12% | 0%&-2% | -4%&-16% | -3&-2 | 2%&-1% | 1%&-6% | 2%&6%
O=C(CN1CCOCCOCCOCC1)Nc1ccccc1 | 33%[activator] | 18% | 0% | 5% | -3% | 1 | -6% | -1% | 8%
O=C(NCc1ccco1)C1CCN(C(=O)c2cc3sccc3n2Cc2ccc(F)cc2)CC1 | 4% | -2% | -12% | -4% | -19% | 0 | 7%[11.5 µM] | 0% | 0%
CCN(Cc1ccccc1)C(=O)C1CCN(C(=O)Nc2ccccc2)CC1 | 32% | 6% | -10% | 0% | -22% | -3 | i | 5% | -1%
CCn1c(=O)c2cc(C(=O)N3CCN(c4cccc(Cl)c4)CC3)sc2c2ccccc21 | 28% | 28% | 2% | 4% | -22% | 1 | i | 8% | 11%
COc1ccc(S(=O)(=O)NCC2CCCN(C(=O)c3ccccc3)C2)cc1 (configuration not stated) | 39%[activator] | 22% | 1% | 6% | -24% | -5 | i | 1% | -5%
Cc1ccc(-c2cc(C(=O)Nc3sc4c(c3C(=O)NCc3ccco3)CCC4)[nH]n2)c(O)c1 | 33% | 2% | 12% | 0% | -19% | -2 | -4% | 1% | 86%[activator]
COc1ccc(NC(=O)CSc2nnc(-c3cccnc3)s2)cc1 | 27% | -10% | 0% | 3% | -7% | -3 | -7% | 23% | -6%
O=C(Nc1ccc(Cc2nc3ccccc3s2)cc1)c1ccncc1 | 11% | 14% | -8% | 3% | -20% | 1 | 7% | -4% | 3%
